sEH act – soluble epoxide hydrolase (human) activation; P34913; activation, % at 2 µM; actives 0.04% (n = 91,000); AID 717; purified human sEH enzymatic activity, activator screen; in the data active means activation above about 37%; further: values of inactives mirror those of a sister screen read the other way
Calb biofilm kill – kills Candida albicans biofilms | C. albicans biofilm + clotrimazole, Alamar Blue | inhibition, % at 6 µM | actives 0.14% (n = 85,000);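 active means inhibition above 20%; inactive means inhibition below 20%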;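 further: preformed 24 hr biofilms exposed to compound for 48 hr; 0% = biofilm without compound and 100% = blank killed by clotrimazole plus chlorhexidine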
VCAM1 TNFa inh – reduces TNF alpha induced VCAM1 expression in HUVEC | HUVEC TNFa-induced VCAM-1 immunofluorescence, high-content imaging | inhibition, % at 2 µM | actives 0.48% (n = 95,000);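 active means inhibition above the batch mean plus 3 SD, with images confirmed as a hit by eye, cut at about 37% in these data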;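 further: 0% = TNF-stimulated DMSO wells and 100% = unstimulated control wells; not every result past the cut was called active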
cytoskel mod – modifiers of cytoskeleton assembly. inhibition, % at 2 µM. actives 0.18% (n = 91,000). HUVEC TNFa F-actin phalloidin imaging, high content;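 active means inhibition above the batch mean plus 3 SD and confirmed as a hit by visual image inspection, cut at about 30% in these data, passing the limit was not always enough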; further: strong numbers were not always called active
sEH inh – blocks human soluble epoxide hydrolase activity; inhibition, % at 2 µM; recombinant human sEH enzymatic activity assay; actives 0.34% (n = 91,000); in the data active means inhibition above about 80%; further: values of inactives mirror those of a sister screen read the other way; many of its hits are not listed in these tables
IL1B cytotox – toxic to HUVEC cells under IL-1B stimulation; HUVEC cell count loss, Hoechst imaging, IL-1B stimulated; cell count reduction, % at 2 µM; actives 0.41% (n = 94,000); AID 845;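 active means cell count reduction more than 3 SD above the screen-wide mean, cut at about 70% in these data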;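 further: normalized per plate to untreated control cells as the no-loss baseline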
Smad3 FoxH1 inh – blocks human Smad3 binding to FoxH1 peptide. P84022. inhibition, % at 25 µM. AID 630. actives 0.29% (n = 88,000). TR-FRET Smad3/Dy647-FoxH1 peptide binding, europium anti-His;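 active means compounds that reduce the energy-transfer binding signal between the protein and its labelled peptide by more than half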;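 further: 0% = Smad3 plus labelled peptide maximal FRET and 100% = peptide-only background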
Target sequence (P84022 whole entry, looked up): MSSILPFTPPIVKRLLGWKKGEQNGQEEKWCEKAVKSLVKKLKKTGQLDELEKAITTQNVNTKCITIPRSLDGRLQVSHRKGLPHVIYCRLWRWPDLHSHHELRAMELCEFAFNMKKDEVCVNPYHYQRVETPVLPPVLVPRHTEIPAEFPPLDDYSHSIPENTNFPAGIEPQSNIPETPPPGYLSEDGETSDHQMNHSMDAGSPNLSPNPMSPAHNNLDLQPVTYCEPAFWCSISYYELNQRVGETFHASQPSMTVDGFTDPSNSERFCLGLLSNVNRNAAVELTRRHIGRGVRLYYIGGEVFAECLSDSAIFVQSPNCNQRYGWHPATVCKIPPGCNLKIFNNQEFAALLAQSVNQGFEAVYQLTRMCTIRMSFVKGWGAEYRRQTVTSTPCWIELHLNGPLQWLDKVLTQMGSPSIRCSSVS
HUVEC tox TNFa – toxic to HUVEC cells under TNF alpha stimulation. HUVEC TNFalpha-stimulated, Hoechst cell count, imaging. cell count reduction, % at 2 µM. actives 0.17% (n = 93,000). AID 848;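 active means cell count reduction exceeding the screen mean by over 5 SD, scaled to untreated wells per plate, cut at about 78% in these data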;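 further: cells counted after 24 h of TNF alpha exposure following the 1 h pretreatment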
ERb coact inh – blocks coactivator binding to human estrogen receptor beta. Q92731. TR-FRET ER-beta LBD / SRC1-Cy5 peptide binding; receptor agonist-loaded with 1 µM estradiol. inhibition, % at 25.6 µM. actives 1.3% (n = 86,000);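 active means compounds whose percent inhibition of the receptor-coactivator binding signal exceeds about 50% in the single-dose screen, limit read from the data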;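 further: 0% = receptor plus peptide wells without compound and 100% = peptide-only wells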
Target sequence (Q92731 whole entry, looked up, the tested form may be a part): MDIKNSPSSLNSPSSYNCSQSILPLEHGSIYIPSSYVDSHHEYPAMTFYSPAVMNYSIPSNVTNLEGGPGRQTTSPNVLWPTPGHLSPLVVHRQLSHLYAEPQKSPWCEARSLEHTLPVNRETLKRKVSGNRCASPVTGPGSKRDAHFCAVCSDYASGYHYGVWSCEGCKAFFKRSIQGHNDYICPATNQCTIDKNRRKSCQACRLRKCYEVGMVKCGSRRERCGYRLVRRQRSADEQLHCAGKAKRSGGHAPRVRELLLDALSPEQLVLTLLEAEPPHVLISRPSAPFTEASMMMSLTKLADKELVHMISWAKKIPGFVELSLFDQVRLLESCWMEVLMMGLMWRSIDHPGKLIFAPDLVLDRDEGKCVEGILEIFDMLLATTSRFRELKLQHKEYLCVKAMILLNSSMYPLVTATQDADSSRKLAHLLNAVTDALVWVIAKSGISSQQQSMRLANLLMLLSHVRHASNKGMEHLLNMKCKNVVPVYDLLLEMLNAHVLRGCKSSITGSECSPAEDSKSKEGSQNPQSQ
Starred values were filed as active, the others as inactive; · = no result given; [ ] = remark or other dose. An excerpt. The share of hits here may be higher or lower than overall.

The opening 4 records as a preview:
SMILES | sEH act | Calb biofilm kill | VCAM1 TNFa inh | cytoskel mod | sEH inh | IL1B cytotox | Smad3 FoxH1 inh | HUVEC tox TNFa | ERb coact inh
O=c1c(/C=C(\O)c2ccc(F)cc2)nc2ccccc2n1-c1ccccc1 | -14.3 | 7.8 | -1.9 | -5.5 | 13.5 | -122.2 | 14.3 | -16.6 | 7.5
CCOc1cc(/C=N/NC(N)=S)cc(Br)c1OCc1ccccc1C | 5.2 | · | 49.0 | -26.4 | -3.1 | 8.2 | · | 5.4 | ·
Cn1c(=O)c2c(nc(SCCN3CCCCC3)n2Cc2ccccc2)n(C)c1=O | · | 7.5 | 4.6 | -20.6 | · | -40.9 | 3.4 | -11.2 | -4.4
CC1Cc2ccccc2N1C(=O)CN1C(=O)NC(C)(c2ccc3c(c2)OCCO3)C1=O (stereo unspecified) | 12.9 | 8.1 | -12.5 | -8.5 | -15.4 | 2.3 | 2.4 | -3.3 | -2.1

The list itself, previewed entries included:
SMILES | sEH act | Calb biofilm kill | VCAM1 TNFa inh | cytoskel mod | sEH inh | IL1B cytotox | Smad3 FoxH1 inh | HUVEC tox TNFa | ERb coact inh
O=c1c(/C=C(\O)c2ccc(F)cc2)nc2ccccc2n1-c1ccccc1 | -14.3 | 7.8 | -1.9 | -5.5 | 13.5 | -122.2 | 14.3 | -16.6 | 7.5
CCOc1cc(/C=N/NC(N)=S)cc(Br)c1OCc1ccccc1C | 5.2 | · | 49.0 | -26.4 | -3.1 | 8.2 | · | 5.4 | ·
Cn1c(=O)c2c(nc(SCCN3CCCCC3)n2Cc2ccccc2)n(C)c1=O | · | 7.5 | 4.6 | -20.6 | · | -40.9 | 3.4 | -11.2 | -4.4
CC1Cc2ccccc2N1C(=O)CN1C(=O)NC(C)(c2ccc3c(c2)OCCO3)C1=O (stereo unspecified) | 12.9 | 8.1 | -12.5 | -8.5 | -15.4 | 2.3 | 2.4 | -3.3 | -2.1
CC(C)(C)c1nc(N2CCN(C(=O)c3ccco3)CC2)c2nnn(Cc3ccccc3)c2n1 | 8.5 | 1.4 | 1.4 | -6.9 | -6.7 | -17.5 | 5.2 | -10.2 | -6.9
Cc1cccc(-n2c(C)cc(/C=N/NC(=O)c3ccc(CN4CCOCC4)cc3)c2C)c1 | 4.2 | · | -14.6 | -4.3 | -6.3 | -9.7 | · | 2.0 | ·
CN(c1ccc(C(=O)NCc2cccnc2)cc1)S(C)(=O)=O | 8.4 | -4.8 | -1.9 | 8.5 | -9.4 | -11.3 | -5.7 | 10.1 | -3.0[fluorescence artefact?]
Cc1ccc(CNC(=O)c2ccc([N+](=O)[O-])o2)cc1 | 5.6 | · | 15.2 | -17.1 | -5.7 | · | · | -19.1 | ·
O=c1cc(CN2CCc3ccccc32)nc2sccn12 | -4.8 | 6.6 | 8.3 | -13.1 | 5.7 | 0.8 | -5.0 | 10.6 | 7.8[fluorescence artefact?]
CN(C)c1nc(Oc2ccc(=O)[nH]n2)nc(N2CCCCC2)n1 | 8.7 | 6.0 | -11.6 | 7.6 | -6.3 | -34.6 | 3.8 | -7.6 | -15.9
O=C(c1ccccc1Oc1ccccc1)N1CCN(c2ccc(F)cc2)CC1 | -1.0 | 6.9 | 4.5 | -9.5 | 1.6 | -0.3 | -12.2 | -7.4 | 2.1[fluorescence artefact?]
COc1ccc(-c2csc(N3CCC(C(N)=O)(N4CCCCC4)CC3)n2)cc1 | -13.9 | -5.2 | 11.5 | -2.5 | 16.9 | -13.6 | -6.0 | -19.4 | -3.3
CCOc1ccccc1C(=O)NCCCCCC(=O)O | -12.6 | · | -3.2 | 14.0 | 10.6 | -2.8 | · | -23.9 | ·
Cc1ccc(-c2ccc(/C=N\NC(=O)C3C(=O)NCC3c3ccccc3)o2)cc1Cl (stereo unspecified) | 12.7 | · | -16.2 | -15.8 | -11.3 | -1.0 | · | -37.7 | ·
CCOC(=O)N1CCN(S(=O)(=O)c2ccc(C(=O)Nc3sc4c(c3C#N)CCC4)cc2)CC1 | -11.4 | 1.0 | 1.4 | -32.4 | 10.3 | -8.3 | 11.0[fluorescence artefact?] | -4.2 | 8.0[fluorescence artefact?]
Cc1c(C(Nc2ccccn2)c2ccc(Cl)cc2)c(=O)n(-c2ccccc2)n1C (stereo unspecified) | -3.5 | 9.4 | -0.3 | 2.3 | 1.7 | -13.9 | -3.5 | · | 1.7[fluorescence artefact?]
CN(C)CCNC(=O)c1ccccc1-c1ccccc1 | -4.7 | 6.7 | 9.4 | -7.5 | 5.8 | -11.2 | 3.7[fluorescence artefact?] | -0.4 | -2.6
CSCCC(C(=O)O)N1C(=O)c2ccc(C(=O)O)cc2C1=O (stereo unspecified) | 7.0 | · | 2.6 | -16.1 | -3.3 | -1.7 | · | 15.3 | ·
CC(C)n1nc(C(=O)OCC(=O)c2c[nH]c3ccccc23)c2ccccc2c1=O | 8.2 | -3.4 | 2.3 | 7.8 | -6.1 | 0.0 | 17.1 | 4.5 | 0.0
COCCn1nnnc1C(c1cc2ccc(OC)cc2[nH]c1=O)N1CCN(C2CCCCC2)CC1 (stereo unspecified) | 9.9 | 8.7 | 21.5 | 21.6 | -11.8 | 49.5 | 1.7 | 4.5 | 6.3[fluorescence artefact?]
Cc1ccc(C(C(=O)NC(C)(C)C)N(Cc2ccco2)C(=O)CCC(=O)Nc2nccs2)cc1 (stereo unspecified) | -4.6 | 4.9 | 5.5 | 24.6 | 7.2 | -10.3 | 0.6 | -45.6 | -7.3
Cc1ccc(-n2c(=O)[nH]cc(C(=O)Nc3ccc4c(c3)OCCO4)c2=O)cc1 | 8.0 | 6.1 | · | · | -7.9 | · | -8.2 | · | -3.3
CN1CCN(C(=O)NC2CCCN2S(=O)(=O)c2ccc(Cl)cc2)CC1 (stereo unspecified) | -10.9 | 0.9 | 24.3 | 19.4 | 9.8 | 5.8 | 3.3 | -24.8 | -5.8
CCN1CCN(C(=O)c2cn(CC)c3ccc(S(=O)(=O)N(C)C)cc3c2=O)CC1 | 7.8 | -1.1 | 1.8 | 0.7 | -7.8 | -49.5 | 6.4 | -3.1 | 0.7
Cc1ccc(Nc2nc(N)nc(CSC(=S)N3CCOCC3)n2)cc1 | 9.0 | · | -16.6 | 5.5 | -8.9 | -2.6 | · | -24.3 | ·
CCCNC(=O)CN(Cc1ccccc1F)S(=O)(=O)c1ccc(C)cc1 | -1.4 | -3.2 | 1.1 | 13.5 | 3.3 | -2.1 | 3.5 | -31.3 | 7.8[fluorescence artefact?]
CCc1ccc(/C(C)=N\Nc2ccc([N+](=O)[O-])cc2)cc1 | -5.8 | · | 0.6 | 32.9 | 8.4 | -1.9 | · | -21.5 | ·
CCCCc1ccc(-c2nc(N)n[nH]2)cc1 | -7.3 | 7.2 | 3.3 | -2.8 | 6.1 | -43.0 | -0.1 | -15.9 | -5.9
COc1ccccc1CNC(=O)c1cnccn1 | 14.0 | 1.9 | 7.9 | -4.9 | -13.0 | -4.9 | 21.8 | -3.9 | 37.2
O=[N+]([O-])C1=CC=C2C(=NC3(CCCCC3)N2O)C1=NC1CCCCC1 | 5.9 | · | 4.5 | 19.3 | -5.1 | -43.2 | · | 12.2 | ·
CC(=O)c1ccc(OC(=O)N(c2ccccc2)c2ccccc2)cc1 | -2.6 | 1.9 | 2.6 | -10.0 | -3.1 | 8.4 | 5.7 | -17.0 | 4.2
Cn1c(=O)c2c(-c3ccc(C(C)(C)C)cc3)n(CC3CCCO3)cc2n(C)c1=O (stereo unspecified) | 18.8 | 10.4 | -6.7 | -6.2 | -18.9 | 19.1 | 3.2 | 9.8 | -3.7
CCOC(=O)c1ccc2[nH]c(C)c(CN3CCN(C)CC3)c(=O)c2c1 | -0.6 | -4.8 | -0.1 | 3.4 | -1.2 | -0.4 | -4.9 | -9.5 | -5.3[fluorescence artefact?]
O=C(N1CCOCC1)C(F)(F)C(F)(F)C(F)(F)C(F)(F)C(=O)N1CCOCC1 | 3.3 | 3.7 | -0.1 | · | -2.8 | -4.9 | -7.8 | -12.3 | -5.1
COc1ccc(N(C(=O)c2cccc(OC)c2OC)C2C=CS(=O)(=O)C2)cc1 (stereo unspecified) | · | · | -0.9 | -26.9 | · | 15.2 | -1.6[fluorescence artefact?] | 6.5 | 0.4
COc1ccc(C(=O)Oc2ccc3c(c2)OCO3)cc1OC | · | 5.2 | 20.4 | 7.2 | · | 1.5 | -11.4 | -25.6 | -4.3
O=C(CCn1c(=S)[nH]c2ccccc2c1=O)NCCCN1CCOCC1 | 10.8 | · | 12.5 | 16.0 | -10.0 | -49.2 | · | 5.5 | ·
CCOc1cc(CNc2ccc3c(c2)CCC3)ccc1OC | -0.4 | 6.7 | 13.1 | 6.6 | -2.5 | · | 11.7 | -4.3 | 0.6
O=C1c2oc3ccc(Cl)cc3c(=O)c2C(c2cccc(Br)c2)N1CCO (stereo unspecified) | -5.8 | 2.3 | -3.4 | 17.6 | 6.5 | 5.3 | 12.9 | -6.4 | 5.8
COCCSc1nnc(NC(=O)Cc2cccs2)s1 | -5.8 | 6.7 | 6.5 | 9.7 | 4.1 | 9.7 | -2.6 | -17.5 | 23.2
O=C(Nc1ccc2c(c1)OCO2)c1ccccc1SCC(=O)N1CCCC1 | -3.6 | · | -10.6 | 19.2 | 3.3 | -10.0 | · | -55.9 | ·
COc1ccc(OC)c2c(C)cc(N3CCN(C(=O)c4ccc(Cl)cc4)CC3)nc12 | 16.5 | 2.0 | 3.4 | 5.1 | -19.6 | -26.1 | -15.0 | -21.3 | -11.3
Cc1cc(NC(=O)CCC(=O)N(Cc2cccs2)C(C(=O)NC2CCCC2)c2cccnc2)no1 (stereo unspecified) | 12.9 | 11.1 | 6.4 | -3.8 | -10.9 | -10.4 | 12.4 | 12.9 | 3.8
CC1C(=O)CC(c2ccccc2)N(C)C1c1ccccc1 (stereo unspecified) | -11.6 | 7.2 | 11.9 | 8.9 | 15.2 | 1.7 | -2.0 | -2.0 | -1.7
CSc1ccccc1NC(=O)c1cc(C)on1 | 4.4 | 4.8 | 5.5 | · | -4.9 | -2.6 | 13.5 | -33.3 | 1.3[fluorescence artefact?]
Cc1ccccc1C(=O)NC(C)c1ccc2c(c1)CCCC2 (stereo unspecified) | -8.8 | · | -0.8 | -11.9 | 10.8 | 13.8 | · | -14.2 | ·
Cc1ccc(S(=O)(=O)c2nc(S(C)(=O)=O)sc2NCC2CCCO2)cc1 (stereo unspecified) | 2.8 | 5.8 | 7.0 | 8.0 | -2.5 | 13.1 | 18.2 | -31.0 | 6.6
COc1ccc(NC(=O)c2ccccc2NS(C)(=O)=O)cc1OC | -5.1 | 3.4 | -12.9 | 6.4 | 7.2 | -56.4 | 4.1[fluorescence artefact?] | -7.6 | 3.4
Cc1cc(N2C3CCC2CC(O)(c2ccc(F)cc2)C3)nc(-c2ccccc2)n1 (stereo unspecified) | -21.3 | 0.4 | -24.6 | 6.4 | 19.0 | 0.5 | -1.0 | -33.6 | 1.7
Cc1cc(C(C#N)c2ccccc2)n2ncnc2n1 (stereo unspecified) | -2.4 | 8.2 | -42.0 | 3.7 | 4.0 | -50.0 | 5.5 | -16.7 | -2.8
O=C(NC1CCCC1)C1CCN(S(=O)(=O)c2cccc3cccnc23)CC1 | · | 4.6 | -13.1 | 11.0 | · | 4.2 | 7.6[fluorescence artefact?] | -23.2 | 13.4
COc1ccc(OC)c(C(C(=O)NCc2ccco2)N(C(=O)Cn2nnc3ccccc32)C(C)C)c1 (stereo unspecified) | 3.5 | 0.1 | -7.3 | 0.9 | -6.0 | 8.2 | 1.7 | -19.8 | -10.1[fluorescence artefact?]
Cn1cc(SCC(N)=O)c2ccccc21 | 12.6 | -2.1 | 0.1 | -8.3 | -13.7 | 6.6 | -9.0 | -16.7 | -5.0[fluorescence artefact?]

Screening results as filed in PubChem.
